# Compound activity: PubChem, several laboratories
# MEKK2 WT-MEK5: raises or lowers MEK5 binding to wildtype human MEKK2 PB1 domain. 290,000 compounds, 1.1% hits. binding response (% of control), % at 10 µM. bead flow cytometry, Alexa488-MEK5 binding to MEKK2 WT; actives lie on both sides. Q9Y2U5; in the data active means binding response below about 67% or above about 130%; inconclusive means no clear call, values can overlap the other calls; inactive means in between
# FID counter: counter-screen for HCV NS3 helicase inhibitors: DNA intercalator displacement. DNA fluorescent intercalator displacement, fluorescence. inhibition, % at 7.9 µM. 290,000 compounds, 0.17% hits. AID 1845; in the data active means inhibition above about 37%;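 further: 0% = vehicle and 100% = reference compound; higher means more ethidium bromide displaced from hairpin DNA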
# MEKK2mut PB1 HTS: signal of MEK5 binding to mutant human MEKK2 PB1 domain; bead flow cytometry, Alexa488-MEK5 binding to MEKK2 mutant; percent response, % at 10 µM; 290,000 compounds, 0.35% hits; AID 1530; in the data active means percent response above about 24%, passing the limit was not always enough; further: inactives centre near 1; some results filed as inactive read as strong as hits
# NS3 helicase inh: HCV NS3 helicase inhibition | AID 1800 | 290,000 compounds, 0.56% hits | inhibition, % at 10.9 µM | NS3 helicase DNA unwinding, Cy5 molecular beacon fluorescence;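 active means inhibition above the mean of all tested compounds plus 3 SD, set per campaign, cut at about 35% in these data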;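 further: 0% = DMSO wells and 100% = thioflavine S control wells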
#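 Assay system: hepatitis C virus NS3 helicase domain fragment enzyme. Also added: annealed dual-labelled DNA beacon duplex, ATP-started. Timing: 1 h reaction at 25 °C, ATP-initiated. Technique: Cy5 fluorescence at 0 and 60 min, beacon hairpin quenching. Evaluation: % inhibition of unwinding. Replication: one well per compound.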
# NALP1 yeast inh: inhibitors of NALP1 inflammasome in yeast. 280,000 compounds, 0.61% hits. inhibition, % at 10 µM. AID 2071. S. cerevisiae NALP1/ASC/caspase-1 growth, X-gal OD620, 72 h; in the data active means inhibition mostly above about 24%, no sharp cut-off; inactive means mostly below about 32%; further: some compounds called inactive have numbers as strong as hits
# VIM-2 inhibitor: blocks Pseudomonas aeruginosa VIM-2 metallo-beta-lactamase; purified VIM-2, nitrocefin hydrolysis, epi-absorbance fluorescence; inhibition, % at 5.6 µM; 290,000 compounds, 0.89% hits;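 active means inhibition above the mean of all tested compounds plus 3 SD, cutoff set per screening run, cut at about 7.5% in these data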;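 further: red hydrolysis product quenches plate fluorescence so inhibitors raise well fluorescence; 0% = enzyme with DMSO and 100% = DMSO without enzyme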
# UBC9 SUMO inh: inhibitors of human SUMOylation (UBC9); P63279; HTRF SUMOylation assay, SAE1/SAE2 + UBC9, in vitro; inhibition, % at 35 µM; 290,000 compounds, 0.36% hits; AID 2006; in the data active means inhibition above about 50%, passing the limit was not always enough; inconclusive means no clear call, values can overlap the other calls; further: strong numbers were not always called active
# Target sequence (P63279 whole entry, looked up): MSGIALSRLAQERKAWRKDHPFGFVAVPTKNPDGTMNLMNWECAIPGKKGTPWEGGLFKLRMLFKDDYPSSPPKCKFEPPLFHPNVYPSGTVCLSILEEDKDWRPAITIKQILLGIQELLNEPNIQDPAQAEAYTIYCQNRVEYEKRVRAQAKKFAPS
# IMP-1 inhibitor: inhibitors of Pseudomonas aeruginosa IMP-1 metallo-beta-lactamase. purified IMP-1, nitrocefin hydrolysis, epi-absorbance fluorescence. inhibition, % at 5.6 µM. 290,000 compounds, 0.45% hits. AID 1556;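 active means inhibition above the mean plus 3 SD of all compounds in the same screening run, cut at about 4.5% in these data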;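 further: 0% = IMP-1 with DMSO and 100% = DMSO wells lacking enzyme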
#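 System – purified recombinant IMP-1 beta-lactamase · Input – IMP-1 dispensed at 0.2 nM · Timing – 15 min preincubation plus 25 min reaction at 25 °C · Signal – Epi-absorbance fluorescence, 480 nm excitation, 530 nm emission · Measure – percent IMP-1 inhibition derived from blank-referenced optical density · Controls – Enzyme-plus-DMSO low control, enzyme-free DMSO high control · Replication – singlicate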
# PfM18AAP inh: blocks P. falciparum M18 aspartyl aminopeptidase; recombinant PfM18AAP, H-Glu-NHMec fluorogenic cleavage; inhibition, % at 7.35 µM; 290,000 compounds, 1.2% hits;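 active means inhibition above the campaign mean inhibition over all tested compounds plus 3 SD, cut at about 28% in these data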;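 further: 0% = plate median of test compound wells and 100% = 2 mM ZnCl2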
# * hit, by the source's call; ? = inconclusive; . = no result given.
item	SMILES	MEKK2 WT-MEK5	FID counter	MEKK2mut PB1 HTS	NS3 helicase inh	NALP1 yeast inh	VIM-2 inhibitor	UBC9 SUMO inh	IMP-1 inhibitor	PfM18AAP inh
1	Cc1nn(-c2ccccc2)c(Cl)c1/C=C(\C#N)C(=O)NC(C)C	94	-1	0	2	48	-0.9	16	-0.7	0
2	O=C(N/N=C/c1ccccc1OCc1ccccc1)c1cccnc1	92	-19	-2	6	43	-3.9	15	-3.9	8
3	COc1ccc(-n2c(COc3cccc4ccccc34)nnc2SCC(=O)NCc2ccco2)cc1	?	-35	-40	-6	5	-3.7	-5	-4.8	3
4	Cc1nc(NCc2ccc3c(c2)OCO3)c2nnn(Cc3ccccc3)c2n1	103	-4	0	15	9	-4.6	14	-2.5	-4
5	CCOc1ccc2c(c1)C(N(CCN1CCOCC1)C(=O)Nc1ccccc1)CC(C)(C)O2 (stereo not drawn)	94	-13	0	1	-2	-3.1	4	-2.1	-6
6	Cc1ccccc1S(=O)(=O)Cc1ccc(C(=O)O)o1	82	1	-13	-8	36	-1.2	0	-0.7	-4
7	C=CCN1C(=O)C(Cc2ccc(OC)cc2)S/C1=N\N=C\c1cccs1 (stereo not drawn)	107	-8	9	5	3	-1.7	-16	-3.3	-8
8	CN1C(=O)C(O)(CC(=O)/C=C/c2ccco2)c2ccccc21 (stereo not drawn)	86	-5	-7	-15	-4	-4.3	7	-1.1	4
9	O=C(c1cccc(Cl)c1)N1CCCc2ccccc21	103	-23	3	-13	5	-2.0	5	-6.0	-4
10	CCn1c(CNC(=O)c2ccco2)nnc1SCC(=O)Nc1cc(C(F)(F)F)ccc1Cl	104	-21	11	-9	42	-1.5	10	-3.0	3
11	CCC(C)N(CC(=O)Nc1cccc(C)c1C)C(=O)CCl (stereo not drawn)	107	9	-1	-2	-5	-2.0	10	-7.0	0
12	Cc1cccc(CCN=C(N)NS(=O)(=O)c2ccccc2)c1	94	-19	-2	10	23	1.5	2	0.9	-12
13	c1ccc(Oc2nc(NCc3ccco3)nc(NCc3ccco3)n2)cc1	87	-11	-9	0	-22	1.4	24	0.1	4
14	COc1ccc(N2C(=O)NC3CC2(C)Oc2ccc(Br)cc23)cc1OC (stereo not drawn)	101	-31	3	-1	28	-1.7	6	-2.3	1
15	CS(=O)(=O)n1nc(-c2ccc(Cl)cc2)nc1N	105	2	4	2	16	-1.4	15	-2.1	3
16	O=C(Nc1ccc2nc(-c3ccco3)[nH]c2c1)c1cccs1	105	-6	4	5	-65	-5.0	41	-2.3	3
17	Cc1ccc(Oc2ccc(OCC(=O)OC3CCS(=O)(=O)C3)cc2)cc1 (stereo not drawn)	107	-23	5	-3	.	-2.1	.	-2.3	-1
18	Cc1ccc(N(C(=O)CS(=O)CC(=O)Nc2ccc(F)cc2)C(C)C(=O)NC(C)(C)C)cc1 (stereo not drawn)	92	-37	-7	-2	-5	0.2	4	1.5	-12
19	COc1cc2sc(C)nc2c2sccc12	106	-13	8	10	12	2.4	22	-2.1	4
20	CC(C)(C)OC(=O)N[C@@H](Cc1ccccc1)C(=O)N1CCC(C(=O)O)CC1	98	-4	4	9	-2	-3.1	-18	-2.3	1
21	CCOC(=O)c1cc(NC(=O)OC)c(C)nc1C	104	-4	3	-8	3	-1.4	4	-1.0	0
22	O=C(Nc1ncccn1)C1CCCN1S(=O)(=O)c1ccc(Cl)c(Cl)c1 (stereo not drawn)	82	-3	-6	1	11	-0.7	-10	-2.9	-8
23	C/C(=N\NC(=O)c1cccc(Cl)c1)C1C(=O)c2ccccc2C1=O	95	-6	-3	13	8	-3.8	-11	-3.0	9
24	CN(C)c1ccc(/C=N/OC(=O)Nc2ccccc2)cc1	101	-3	1	9	24	-1.2	-8	-1.4	3
25	C/C(=N/NC(=O)c1ccccc1)C(=O)O	84	5	-15	7	5	-1.1	3	0.9	1
26	COc1ccccc1C(=O)N/C(=C/c1ccco1)C(=O)Nc1cccc(C(=O)O)c1	105	-22	4	6	3	-5.4	5	-3.7	16
27	COCCn1c(-c2ccccc2)cnc1N	105	-2	3	1	-1	-1.8	14	-0.1	3
28	CC(=O)OCC1OC(OCc2cn(C[C@H]3CC[C@H](Cn4cc(COC5OC(COC(C)=O)C(OC(C)=O)C(OC(C)=O)C5OC(C)=O)nn4)O3)nn2)C(OC(C)=O)C(OC(C)=O)C1OC(C)=O (stereo partly drawn)	104	-47	-4	-4	-4	-1.8	22	1.8	-5
29	O=C1COc2ccc(C(=O)COC(=O)CCc3ccc(S(=O)(=O)N4CCOCC4)cc3)cc2N1	104	-17	3	0	10	3.1	3	1.0	-3
30	CC(=O)c1cccc(NC(=O)NC2CCCc3ccccc32)c1 (stereo not drawn)	95	-7	-9	-6	-30	-0.3	-5	-1.5	-12

# Some of these compounds in order of their number in MEKK2 WT-MEK5, ascending:
no. | Compound | MEKK2 WT-MEK5
6 | Cc1ccccc1S(=O)(=O)Cc1ccc(C(=O)O)o1 | 82
2 | O=C(N/N=C/c1ccccc1OCc1ccccc1)c1cccnc1 | 92
15 | CS(=O)(=O)n1nc(-c2ccc(Cl)cc2)nc1N | 105

# Continuation.
item	SMILES	MEKK2 WT-MEK5	FID counter	MEKK2mut PB1 HTS	NS3 helicase inh	NALP1 yeast inh	VIM-2 inhibitor	UBC9 SUMO inh	IMP-1 inhibitor	PfM18AAP inh
31	CCCOc1ccc(-c2nc(OCC)c3ccccc3n2)cc1	103	0	2	-3	6	-0.4	-10	-1.2	3
32	CC(=O)Nc1ccccc1NC(=O)C/C(C)=N/NC(=O)Cc1cccc2ccccc12	104	-29	12	-10	-1	-2.9	12	-2.3	14
33	CCOn1c(=O)c(=O)n(O)c2ccccc21	103	0	0	5	11	5.2	19	-3.1	-8
34	N#Cc1c(Nc2ccc(Cl)cc2)s[nH]c1=O	103	-4	0	-6	.	-1.7	-4	-2.3	17
35	O=C(Nc1cccc(Cl)c1)C1C2CCC3C(CCC21)C3(Cl)Cl (stereo not drawn)	123	2	1	-19	24	0.1	-15	2.3	1
36	Cc1ncn(C23CC4CC(CC(C4)C2)C3)n1	86	2	-3	2	7	0.3	-13	0.5	-13
37	CCOc1ccc(CNC(=O)c2ccc(Sc3ccc(C)cc3)c(NC(C)=O)c2)cc1	98	-36	-2	-16	36	-2.1	-18	-1.1	4
38	O=C(O)c1cc2nccc(-c3ccco3)n2n1	110	-1	3	2	.	-3.1	10	-2.9	1
39	Cc1cc(C)c(C(=O)N2CCC(N3CCC(C(=O)NC(C)C)CC3)CC2)o1	102	-7	-1	25	6	2.4	8	2.9	4
40	CC1=[N+]([O-])C(C)(C)N(O)C1(C)C	112	0	30	-3	0	-1.8	4	-1.1	4
41	S=C(NCCc1ccccc1)NCC1CCCO1 (stereo not drawn)	96	-3	-1	1	10	-2.1	-10	-3.4	-3
42	CCOc1cc(/C=C2\SC(=S)N(C(C(=O)O)c3ccccc3)C2=O)ccc1O (stereo not drawn)	93	-4	0	32	12	4.6	-2	3.2	14
43	CCOc1ccc(OCCC(=O)N2CCN(S(=O)(=O)c3ccc(OCC)cc3)CC2)cc1	97	-40	2	-8	12	-0.6	3	-1.8	2
44	CCN(CC)CCN(C(=O)c1ccc(Br)s1)c1nc2cc3c(cc2s1)OCO3	125	4	14	6	-32	-1.6	4	-3.3	5
45	O=C(C[n+]1cc(-c2ccccc2)n2c1CCC2)Nc1nc(-c2ccc(F)cc2)cs1	181*	17	43	-94	22	-1.0	-5	0.3	1
46	CCOc1ccc(C(Nc2ccc(C)cc2)P2(=O)OCCC(C)O2)cc1 (stereo not drawn)	94	-28	-3	6	0	-2.7	2	-6.0	12
47	O=C1NN(c2ccccc2)C(=O)/C1=C\c1cccc(OC(=O)c2cccs2)c1	110	-32	17	15	11	-1.9	14	-3.8	1
48	O=C(c1ccc(Cl)cc1)N1CCC(O)(CSc2ccc(Cl)cc2Cl)CC1	93	-23	-3	-22	27	-1.0	-8	-1.9	-8
49	Nn1c(SCc2ccc(Br)cc2)nnc1-c1ccncc1	104	-3	7	-1	8	-1.6	18	-1.6	3
50	COc1cc(CCC(=O)OCC(=O)Nc2ccccc2OC(F)F)cc(OC)c1OC	83	-26	-10	7	4	-2.4	10	-1.4	-5
51	CC1(C)CC(=O)C(C=NCCN2CCN(CCCCS(=O)(=O)O)CC2)=C(O)C1	101	-2	7	1	34	-2.3	2	-2.5	-2
52	CC[C@@H]1CC=C[C@H]2[C@H]1C(=O)N(Cc1ccccc1)[C@H]2c1ccc(OC)c(Cl)c1	96	.	1	.	-4	.	2	.	.
53	COc1cc(O)c(C(CCN2CCCC(C)C2)c2cc(OC)c(OC)c(OC)c2)c(OC)c1 (stereo not drawn)	95	.	1	.	0	.	2	.	.
54	COC(=O)c1ccc(COc2ccc(/C=N/O)cc2)o1	83	-6	-13	7	18	-1.1	-1	-1.1	-11
55	O=C(Cc1ccc2c(c1)OCCO2)c1c(O)cc(O)cc1O	101	-8	5	25	20	-1.5	12	-2.5	39*
56	CC1CCCCN1C(=O)Cn1c(=O)n(C2CCCCC2)c(=O)c2ccccc21 (stereo not drawn)	98	-8	-5	-6	-6	-3.2	13	0.8	-6
57	Cc1ccc(C23CC4CC(CC(CC(=O)NC(C)(C)CO)(C4)C2)C3)cc1	99	-37	-9	-7	6	-2.4	15	0.7	1
58	CCN1CCN(C(=O)c2cc(COc3c(C)cccc3C)on2)CC1	105	12	-3	-2	33	-1.1	-2	-0.1	0
59	C=CCn1c(Cc2cccc3ccccc23)n[nH]c1=S	95	-16	-3	-8	14	-0.7	15	-2.8	14
60	COc1ccc(-c2ccccc2NC(=O)C2CCCN(Cc3ccco3)C2)cc1 (stereo not drawn)	101	2	14	-1	2	-2.0	-3	-5.3	6
61	Cc1[nH]c2ccccc2c1CN1CCC(CO)(Cc2ccccc2)CC1	120	8	6	-2	-5	1.7	-8	-2.5	6
62	COc1ccc(CCNC2CC(=O)N(C3CCCCC3)C2=O)cc1OC (stereo not drawn)	99	-8	0	-5	-15	-3.0	5	-2.8	-5
63	O=C1C(=O)N(Cc2ccncc2)C(c2cccc(O)c2)/C1=C(\O)c1ccc2c(c1)OCCO2 (stereo not drawn)	102	-20	1	41*	-13	3.3	-1	-7.2	28
64	CC(C(=O)OCC(=O)c1cccc([N+](=O)[O-])c1)N1C(=O)C2C3C=CC(C3)C2C1=O (stereo not drawn)	105	-7	1	3	10	-0.8	-5	-1.9	1
65	Cc1cc(C)nc(N2CCC(C(=O)NCc3ccco3)CC2)n1	95	-4	-6	6	30	-3.4	15	-3.8	-2
66	Cc1c(C(=O)N(Cc2nccn2C)C(C)C)oc2c(F)cccc12	110	-1	11	-2	-3	-0.8	9	-0.2	-6
67	O=C(CNC(=S)N(CCCN1CCOCC1)Cc1cccs1)NC1CCCC1	106	-4	4	-4	10	-2.3	8	-4.2	3
68	COc1c(C)cc(Br)cc1C(=O)Nc1cccc(-c2nc3ncccc3o2)c1	100	-7	-1	2	-14	-0.1	-6	-6.0	-4
